High-throughput results as filed in PubChem BioAssay.
PGC1a acetyl inh = modulators of PGC1a acetylation | U2OS PGC1a acetylation, AlphaScreen anti-acetyl-lysine; with virally co-expressed GCN5 acetyltransferase | inhibition, % at 15.6 µM | actives 0.17% (n = 350,000) | AID 651687;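 active means every replicate shows inhibition of at least 40%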;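 further: 0% = neutral control wells and 100% = positive control wells; some results beyond the cut were filed as inactive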
ERAP1 HTS inh = inhibitors of human ERAP1 aminopeptidase; Q9NZ08; recombinant ERAP1, Leu-AMC fluorescence, 60 min; inhibition, % at 10.7 µM; actives 0.15% (n = 340,000);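 active means mean replicate inhibition of at least 30%, or all replicates individually reaching that 30% level; inactive means mean below 30% and not every replicate reaching it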;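 further: 0% = neutral control wells and 100% = L-leucinethiol positive control wells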
Target sequence (Q9NZ08 whole entry, looked up): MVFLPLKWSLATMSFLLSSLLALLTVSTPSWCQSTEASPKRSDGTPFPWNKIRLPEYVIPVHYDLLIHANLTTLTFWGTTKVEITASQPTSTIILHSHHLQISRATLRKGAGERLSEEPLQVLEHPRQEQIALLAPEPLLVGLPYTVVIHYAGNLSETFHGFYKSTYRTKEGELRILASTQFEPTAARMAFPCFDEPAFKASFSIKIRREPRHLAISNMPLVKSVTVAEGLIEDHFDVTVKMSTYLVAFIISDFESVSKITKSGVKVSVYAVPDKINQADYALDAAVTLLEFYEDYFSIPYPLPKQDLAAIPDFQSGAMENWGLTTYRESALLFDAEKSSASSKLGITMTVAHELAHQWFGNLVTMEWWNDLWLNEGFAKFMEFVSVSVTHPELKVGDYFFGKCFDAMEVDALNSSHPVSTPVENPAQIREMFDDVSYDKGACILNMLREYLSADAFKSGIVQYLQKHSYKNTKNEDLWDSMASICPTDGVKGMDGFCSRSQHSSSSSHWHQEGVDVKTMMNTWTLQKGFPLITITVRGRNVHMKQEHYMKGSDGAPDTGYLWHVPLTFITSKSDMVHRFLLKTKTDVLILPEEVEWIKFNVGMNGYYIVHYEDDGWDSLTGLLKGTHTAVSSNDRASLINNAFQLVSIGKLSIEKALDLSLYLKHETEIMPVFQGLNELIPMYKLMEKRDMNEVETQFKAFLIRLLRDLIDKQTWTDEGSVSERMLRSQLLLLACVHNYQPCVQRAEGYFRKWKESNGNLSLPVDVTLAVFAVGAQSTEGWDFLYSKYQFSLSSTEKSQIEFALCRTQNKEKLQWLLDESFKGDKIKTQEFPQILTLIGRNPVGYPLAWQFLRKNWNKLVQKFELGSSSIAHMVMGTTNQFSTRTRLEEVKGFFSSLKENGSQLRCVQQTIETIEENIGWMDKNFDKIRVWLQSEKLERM
RAD52 inh = blocks human RAD52 DNA annealing. P43351. recombinant RAD52 DNA annealing, FRET fluorescence. inhibition, % at 18.7 µM. actives 0.46% (n = 360,000). AID 651710;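 active means every replicate showing at least 50% inhibition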
Numbers without * were called inactive. Not all compounds are listed (hit frequency here may not be typical).

SMILES	PGC1a acetyl inh	ERAP1 HTS inh	RAD52 inh
CC(C)c1nnc(NC(=O)C2CCCO2)s1 (stereo not drawn)	4	-4	-26
O=C(CNC(=O)c1ccncc1)N/N=C/c1ccc(Br)cc1	-2	-2	-11
CC1CN(C(=O)Nc2ccc3c(c2)OCCO3)CC(C)O1 (stereo not drawn)	3	-12	-3
CSc1sc(C#N)c2c1/C(=N\O)CCC2	0	0	-6
COc1ccccc1CNC(=O)c1cccc(S(=O)(=O)N2CCN(C)CC2)c1	-8	-4	2
CC12CCC(C(=O)NCCc3ccccc3)(OC1=O)C2(C)C (stereo not drawn)	10	-3	-9
CCCC1/C(=N/O)CC(c2ccccc2)NC1c1ccccc1 (stereo not drawn)	-1	1	0
O=C(Nc1ccccc1N1CCOCC1)c1ccc(S(=O)(=O)NCc2ccco2)cc1	-1	-15	-6
Brc1ccc2nc(-c3ccncc3)c(NC3CCCC3)n2c1	13	-4	-13
N#Cc1ccccc1NC(=O)c1cc(=O)c2ccccc2o1	9	-1	1
O=C(OCCC1Oc2cccnc2NC1=O)c1ccc(F)cc1 (stereo not drawn)	8	4	-6
Cc1ccc(C)c(CSc2nnc(C)c(=O)n2N)c1	6	4	-17
CN1C(=O)C2C(c3ccc(N(C)C)cc3)=NN(Cc3ccccc3)C2C1=O (stereo not drawn)	0	-2	2
O=C(N/N=C/c1ccc(N2CCOCC2)cc1)c1ccccn1	-8	0	-52
CC(C)(C)NC(=O)c1ccc2c(c1)CCO2	5	-2	-7
COc1ccc(NC(=O)c2ccc3c(c2)OCO3)cc1[N+](=O)[O-]	-17	-1	-6
CSc1nc(N2CCOCC2)c2sccc2n1	3	-2	-1
N#Cc1ccc(CSC2=NCCN2)cc1	-21	2	-5
COc1cc(C2C(C#N)=C(N)OC3=C2C(=O)CC(C)(C)C3)ccc1OCCN1CCOCC1 (stereo not drawn)	2	1	-18
CN(CCN1CCOCC1)Cc1nc(-c2cccs2)no1	0	-1	-20
CCOC(=O)C(C)Sc1ncc(-c2ccccc2)cn1 (stereo not drawn)	9	-5	-10
COCCN(C(=O)CCc1ccc(OC)cc1)c1nnc(-c2ccncc2)s1	4	0	-27
CC1CCC2(CC1)NC(=O)N(CC(=O)Nc1ccc3c(c1)OCCO3)C2=O (stereo not drawn)	-1	2	-3
CC(C)CC(=O)CC1(O)C(=O)Nc2ccccc21 (stereo not drawn)	-10	1	-14
O=C1CCC(c2ccccc2)=NN1	2	0	-7
CN(CC1CCOCC1)C(=O)CC1C(=O)NCCN1Cc1cccc(Oc2ccccc2)c1 (stereo not drawn)	5	2	-35
C/C(=N\Nc1nc(N2CCCCC2)nc(N2CCOCC2)n1)c1cccs1	3	0	1
CN(C)c1ccc(NC(N)=S)cc1	2	-1	-4
CC1S/C(=N/N=C/c2cccc([N+](=O)[O-])c2)NC1=O (stereo not drawn)	-14	-2	-5
CCOc1ccc(NC(=S)N2CCN(C/C=C/c3ccccc3)CC2)cc1	-1	-1	-33

A stretch taken from the entries so far, as a working copy:
SMILES	PGC1a acetyl inh	ERAP1 HTS inh	RAD52 inh
O=C(N/N=C/c1ccc(N2CCOCC2)cc1)c1ccccn1	-8	0	-52
CC(C)(C)NC(=O)c1ccc2c(c1)CCO2	5	-2	-7
COc1ccc(NC(=O)c2ccc3c(c2)OCO3)cc1[N+](=O)[O-]	-17	-1	-6
CSc1nc(N2CCOCC2)c2sccc2n1	3	-2	-1
N#Cc1ccc(CSC2=NCCN2)cc1	-21	2	-5
COc1cc(C2C(C#N)=C(N)OC3=C2C(=O)CC(C)(C)C3)ccc1OCCN1CCOCC1 (stereo not drawn)	2	1	-18
CN(CCN1CCOCC1)Cc1nc(-c2cccs2)no1	0	-1	-20
CCOC(=O)C(C)Sc1ncc(-c2ccccc2)cn1 (stereo not drawn)	9	-5	-10
COCCN(C(=O)CCc1ccc(OC)cc1)c1nnc(-c2ccncc2)s1	4	0	-27
CC1CCC2(CC1)NC(=O)N(CC(=O)Nc1ccc3c(c1)OCCO3)C2=O (stereo not drawn)	-1	2	-3
CC(C)CC(=O)CC1(O)C(=O)Nc2ccccc21 (stereo not drawn)	-10	1	-14
O=C1CCC(c2ccccc2)=NN1	2	0	-7
CN(CC1CCOCC1)C(=O)CC1C(=O)NCCN1Cc1cccc(Oc2ccccc2)c1 (stereo not drawn)	5	2	-35
C/C(=N\Nc1nc(N2CCCCC2)nc(N2CCOCC2)n1)c1cccs1	3	0	1
CN(C)c1ccc(NC(N)=S)cc1	2	-1	-4
CC1S/C(=N/N=C/c2cccc([N+](=O)[O-])c2)NC1=O (stereo not drawn)	-14	-2	-5

Additional compounds:
SMILES	PGC1a acetyl inh	ERAP1 HTS inh	RAD52 inh
COc1cccc(N(CC(=O)NCC2CCCO2)C(=O)CCC(=O)Nc2nccs2)c1 (stereo not drawn)	-8	0	-19
CCOC(=O)Cc1nc(-c2cccc(C(F)(F)F)c2)no1	-6	-2	-6
CN(C)C=NC(=O)c1cc(C(=O)c2ccccc2)c[nH]1	-2	7	-26
Cc1cc[n+](CC2OCc3ccccc3CO2)cc1	-4	3	-18
Cc1ccc(-n2c(-c3ccncc3)n[nH]c2=S)c(C)c1	0	-4	-7
Cc1ccc(SCCC(=O)NCc2ccncc2)cc1	9	0	-24
CCCn1c(SCC(=O)N2CCCCC2)nnc1C(C)C	2	-4	-12
O=C1CCC(/C=C/c2ccccc2)=NN1	12	0	-4
Cc1cc(NC(=O)c2c(-c3ccccc3Cl)noc2C)no1	3	2	7
Nc1nc(SCC(=O)Nc2ncc(C(F)(F)F)cc2Cl)n[nH]1	39	-1	-15
CC1(C)NC(=O)N(CC(=O)OCc2cc(=O)n3cc(Br)ccc3n2)C1=O	8	3	-12
CC(O)c1nc2ccccc2n1CC(=O)Nc1ccc(F)cc1Cl (stereo not drawn)	1	5	-15
COc1ccc2c(c1)c1ncn(CC3CCCO3)c(=O)c1n2C (stereo not drawn)	0	-11	-2
CCN1CCN(CCCNC(=O)C2c3ccccc3C(=O)N(c3ccc(OC)cc3)C2c2ccc(OC)cc2)CC1 (stereo not drawn)	15	1	-5
O=C(CCl)Nc1cc(SCC(O)CO)cc([N+](=O)[O-])c1 (stereo not drawn)	53*	4	-10
C=CCN(CC=C)C(=O)CCc1nnc(CCc2c[nH]c3ccccc23)o1	-6	1	13
O=C(Cc1c(F)cccc1Cl)Nc1ccc(-n2cnnn2)cc1	-6	-3	-33
Cc1ccc2cccc(OC(=O)/C=C\c3ccccc3)c2n1	1	0	-17
Cc1ccc2cccc(OCc3nnc(SCC(=O)O)n3C)c2n1	-2	-1	-7
NNC(=O)/C(=C\c1ccc(Br)cc1)NC(=O)c1cccs1	3	3	-11
Cc1ccc(NC(=O)C(=O)NN=C2CCCC2)cc1C	-5	0	-4
Cc1ccc(S(=O)(=O)N2CCOCC2)cc1C(=O)NCc1cccs1	-7	-4	-17
CN(C)c1ccc(/C=C/C(=O)c2ccc(O)cc2)cc1[N+](=O)[O-]	-13	0	-7
Cc1c(Cl)cccc1NC(=O)CCC(=O)NNC(=O)CCC(=O)O	-4	0	5
O=C(NNC(=O)c1c(F)cccc1F)c1ccccc1OC(F)(F)F	8	3	-8
CCOC(=O)c1ccc(CNC(=O)Cn2nnc(-c3ccccc3)n2)o1	-2	6	-18
COc1ccc(C(=O)Oc2ccc(/C=N/NC(=O)c3cccnc3)cc2OC)cc1	4	0	-8
O=S(=O)(Nc1nc2ccccc2nc1Cl)c1ccc2c(c1)OCCO2	-2	-2	-26
C=CCn1c(=O)n(C(=O)OCC)c2cc(Br)ccc21	3	-1	-5
CN1CCC(N(C)C(=O)/C(C#N)=C/c2ccc(OC(F)F)cc2)CC1	6	-1	-21
O=C(CSc1cccc[n+]1[O-])Nc1ccc(C(F)(F)F)cc1[N+](=O)[O-]	-1	4	-2
Oc1ccc(/C=N/N2CCN(C3c4ccccc4-c4ccccc43)CC2)c(O)c1	-1	-3	-27
COC(=O)c1ccc(-c2ccc(/C=N/NC(=O)Cc3nnc(N)s3)o2)cc1	11	-3	-19
CC(C)CC1NC(=O)N(Cc2cc(=O)n3ccsc3n2)C1=O (stereo not drawn)	11	-3	-18
COCCNC(=O)/C(C#N)=C/C=C/c1ccccc1[N+](=O)[O-]	-104	5	-2
C1CN(c2nc3nonc3nc2N2C[C@H]3CC[C@H]2C3)CCS1	-2	1	-11
CCOc1ccc(-n2c(C)cc(/C=N/NC(=O)C(N)=O)c2C)cc1	-1	4	-38
CCC(=O)Nc1c(C#N)c2nc3ccccc3nc2n1-c1ccc(C)cc1	-6	-18	-37
COc1ccc(NC(=O)CC2C(=O)Nc3ccccc3N2CC(=O)N2CCCC2)cc1 (stereo not drawn)	4	3	-8
Cc1ccn2cc(-c3cccc(NS(C)(=O)=O)c3)nc2c1	1	5	-8
CC1CN(C(=O)c2ccc(COc3ccc4ccccc4c3)o2)CC(C)O1 (stereo not drawn)	-6	0	-23
COCCn1cc(C(=O)c2cc(Br)ccc2O)cc(C#N)c1=O	10	0	-27
CCN(CC(=O)NCc1cccs1)C(=O)c1ccccc1Cl	6	0	-15
COc1ccc(/C=N/NC(=O)c2cccc(NC(C)=O)c2)c(OC)c1	11	5	-3
Cc1ccccc1N=CC1=C(O)c2ccccc2C1=O	3	2	9
O=c1[nH]ncc(N2CCN(Cc3ccccc3)CC2)c1Cl	-9	-1	-18
COc1ccc(NC(=O)c2ccc(NCCN3C(=O)CCC3=O)c([N+](=O)[O-])c2)cc1	9	0	-6
COc1ccc(Cl)cc1NC(=S)NCCN1CCOCC1	-2	2	-5
CCN1C(=O)/C(=C2\C=Cc3ccccc3N2CC)OC1=S	8	-4	-8
Cc1cc(C)n(-c2ccc(C(=O)N3CCC(CO)(Cc4ccccc4)CC3)cc2)n1	7	8	3
CC(Sc1ccc2c(c1)OCCO2)C(=O)Nc1ccc(N2CCOCC2)cc1 (stereo not drawn)	4	-3	14
CN(C)c1ccc(/C=C2\SC(=O)N(CCc3nnc(N)s3)C2=O)cc1	5	-1	-77
CC1(C)CC2CC(C)(CN2CC(O)COc2ccccc2)C1 (stereo not drawn)	9	-2	-3
COc1ccccc1-n1c(CNC(=O)c2cccs2)n[nH]c1=S	6	8	6
Cc1ccc(NC(=O)c2cccnc2)cc1S(=O)(=O)N(C)C	12	-3	-9
Cc1ccc(C)c(S(=O)(=O)N2CCCOC2CNC(=O)C(=O)NCc2ccncc2)c1 (stereo not drawn)	-1	0	-2
OC[C@H]1CC[C@@H]2O[C@H](CCc3ccc(-c4ccccc4)cc3)[C@@H](n3cc(C4CC4)nn3)C[C@@H]2O1	-1	1	20
COc1ccc(C#Cc2cccc(-c3nc(C(=O)N[C@@H]4CCN(Cc5ccccc5)C4)cc4c3[C@H](CCO)N(S(=O)C(C)(C)C)C4)c2)cc1OC (stereo partly drawn)	-11	-2	-63
COc1ccc(CC(=O)Nc2cccc(-c3ccc4nncn4n3)c2)cc1OC	-2	-7	-12
CC(C)=CC(=O)Nc1ccc(Cl)cc1	0	14	-8

(more compounds)
SMILES	PGC1a acetyl inh	ERAP1 HTS inh	RAD52 inh
C[n+]1c2n(c3ccccc31)N=C(c1ccc(-c3ccccc3)cc1)CS2	-21	0	71*
CCOC(=O)NC(=O)CSc1nc2ccc([N+](=O)[O-])cc2[nH]1	3	1	-11
CCCCNCCCOc1cccc(Cl)c1Cl	4	-2	-6
C=CCNC(=O)c1cccc(NS(=O)(=O)c2ccc(Cl)cc2)c1	4	-2	-15
O=C(CCCN1C(=O)/C(=C/c2cccs2)SC1=S)Nc1cccc(C(=O)O)c1	-1	-11	-40
O=Cc1ccc(OCc2nnsc2Cl)cc1	-4	-2	-6
Cc1ccc(CC(=O)NCC(c2ccco2)N(C)C)cc1C (stereo not drawn)	13	-5	-15
CCCCn1c2ccc(F)cc2c2nnc(NN)nc21	-5	1	-8
CNC(=O)c1oc(-c2ccccc2)nc1C	-2	-1	-7
COc1ccc(N(C(=O)C2CSC(=O)C2)C(C(=O)NC(C)(C)C)c2ccncc2)cc1 (stereo not drawn)	0	3	-18
CC(C)(C)c1ccccc1NC(=O)c1ccc2c(c1)SC1=NS(=O)(=O)CCN12	-1	-5	-29
CNc1nnc(-c2ccc(OC)cc2)s1	-5	-2	3
Cc1cc(C(=O)CN2C(=O)C(=O)N(CC(C)C)C2=O)c(C)n1-c1ccccc1F	-4	5	-24
CSc1nc2ncc(-c3ccsc3)c(N)n2n1	0	-3	3
Cc1cc(C)c(OCCCON2C(=O)CCC2=O)c(Br)c1	-5	2	-10
COc1cc(/C=N/N2CCOCC2)ccc1OCc1ccccc1	-7	0	-10
Cc1ccc(NC(=O)C[n+]2ccn(C3=C([O-])c4ccccc4C3=O)c2)cc1	-7	-1	3
CC1(N2CCOCC2)C(=O)c2ccccc2C1=O	7	0	-10
Cc1cc(C)c(C#N)c(SC(C(=O)NC(C)(C)C)c2ccccc2)n1 (stereo not drawn)	-17	-7	-11
CCCC[N+](CC#Cc1ccccc1)(CCCC)CCCS(=O)(=O)[O-]	0	7	2
Cc1nn(C)c2nc(-c3cccs3)cc(C(F)(F)F)c12	-2	2	-8
COc1cccc(C(=O)C2CCCN(Cc3cccn3-c3ccccn3)C2)c1 (stereo not drawn)	-7	5	-10
O=C(N/N=C/c1ccc(Cl)cc1Cl)C(=O)NC1CC1	-5	-3	-14
CCNc1ccc(C(=O)OCC(=O)NC(=O)NCC(C)C)cc1[N+](=O)[O-]	-1	3	-2
OC[C@@H]1CC[C@@H]2O[C@H](CCc3ccc(-c4ccc(F)cc4)cc3)[C@@H](n3cc(C4CC4)nn3)C[C@@H]2O1	5	1	1
Cc1cc(Nc2nc3ccccc3nc2Cl)n(-c2ccc([N+](=O)[O-])cc2)n1	9	-7	-4
